From PubChem BioAssay
RXFP1 ag: agonists of human relaxin receptor RXFP1; Q9HBX9; hit rate 0.3% among 370,000; Potency, µM (titrated, usually from 57.5 µM), inactives show top-dose activation, usual class: activators; HEK293T-RXFP1 cAMP TR-FRET, 30 min; response scale: percent of porcine relaxin response, buffer zero; further: potency means the concentration at half of the fitted maximal effect; on the % scale 0 is the no-effect control and ±100 the full control effect; nearly all actives have a fitted effect of over 60% in size; many of its hits are not listed in these tables
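HEK293 cells stably expressing RXFP1, treated 30 min at 37C with compounds plus PDE4 inhibitor Ro 20174; cAMP measured by HTRF TR-FRET. Normalized to buffer and 29 nM porcine relaxin; EC50 by Hill fit.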
Vif-APOBEC3F blk: blocks the Vif interaction with APOBEC3F; Potency, µM (top dose mostly 46.1 µM), for inactives: top-dose activity, negative = active; AID 602313; hit rate 0.2% among 390,000; HeLa A3F-eYFP + Vif (tagged APOBEC3F with the HIV-1 protein that degrades it), YFP fluorescence increase; further: potency means the concentration at half of the fitted maximal effect; % of control where 0% means no effect; nearly all actives have a fitted effect of over 65% in size
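HeLa cells stably expressing A3F-eYFP plus Vif, plated and incubated overnight at 37 deg C, then exposed to compounds overnight at 37 deg C. Blocked degradation read as raised yellow fluorescence (Ex 488/Em 500-530).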
D1 agonist: human D1 receptor agonism | HEK293 T-REx D1 cells, calcium flux, agonist mode | activation, % at 2 µM | hit rate 1% among 360,000 | P21728; in the data active means activation above about 30%; further: 0% is about no effect
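Tetracycline-induced HEK293 TREx D1 cells, force-coupled to calcium signalling, were dye-loaded with a no-wash calcium kit. Compound was pin-added after a 10 s baseline. Fluorescence was read kinetically at 1 cycle/s for 180 s, with calcium rises flagged as agonism.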
LDHA inh: blocks human lactate dehydrogenase A. activity change, % (values are at about 110 or 230 µM). purified LDHA, NADH/diaphorase-resazurin fluorescence; active compounds read low. hit rate 0.15% among 480,000. P00338; in the data active means activity change below about -30%;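 further: plate controls were DMSO wells for no effect and wells without enzyme for full effect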
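Enzyme activity of human lactate dehydrogenase 5 (2 nM; 0.06 mM NADH, 0.2 mM pyruvate, 5 min, RT) is measured via a resazurin/diaphorase fluorescence readout of residual NADH.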
GRP78 ERSR act: induces the endoplasmic reticulum stress response in human glioma cells; U87-MG GRP78 promoter luciferase reporter, 16 h; Potency, µM, for inactives: at the highest dose activation, hits mostly activators; hit rate 0.02% among 420,000; AID 602332; further: potency means the concentration at half of the fitted maximal effect; series mostly up to about 76 µM; % of control where 0% means no effect; nearly all actives have a fitted effect of over 35% in size
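Stably transfected U87-MG glioma cells carrying a GRP78-based luciferase sensor; 16 h compound incubation. Luminescence end-point read 10 min after Bright-Glo addition at room temperature.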
Vif-APOBEC3G blk: inhibitors of Vif-APOBEC3G interaction; Q9HC16; HeLa A3G-eYFP + Vif (tagged APOBEC3G with the HIV-1 protein that degrades it), YFP fluorescence, overnight; AID 602310; Potency, µM (highest dose often 46.1 µM), for the others: at the highest dose activity, negative = active, actives largely listed as inhibitors; hit rate 0.076% among 410,000;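 further: potency means the concentration at half of the fitted maximal effect; on the % scale 0 is the no-effect control and ±100 the full control effect; nearly all actives have a fitted effect of over 60% in size; hits raise eYFP signal because A3G escapes Vif-driven loss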
Target sequence (Q9HC16 whole entry, looked up): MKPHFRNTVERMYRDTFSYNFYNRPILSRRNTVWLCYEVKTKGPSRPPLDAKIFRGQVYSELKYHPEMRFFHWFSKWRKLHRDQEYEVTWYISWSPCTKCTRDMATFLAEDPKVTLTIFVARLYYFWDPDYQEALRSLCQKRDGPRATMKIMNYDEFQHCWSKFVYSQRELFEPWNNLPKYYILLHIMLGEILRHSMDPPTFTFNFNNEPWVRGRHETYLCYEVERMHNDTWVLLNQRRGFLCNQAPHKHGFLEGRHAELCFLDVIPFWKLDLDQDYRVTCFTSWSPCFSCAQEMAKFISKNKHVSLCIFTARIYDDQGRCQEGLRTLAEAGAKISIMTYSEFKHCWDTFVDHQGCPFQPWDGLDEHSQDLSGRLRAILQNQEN
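Read-out is eYFP fluorescence (Ex 488/Em 500-530) from Vif-expressing HeLa A3G-eYFP cells; more signal means A3G escaped Vif-mediated degradation. Cells plated overnight, compound pinned in, incubated overnight at 37 deg C.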
D1 potentiator: enhances dopamine response at the human D1 receptor. HEK293 TREx D1 cells, calcium flux, dopamine EC20 potentiation. potentiation, % at 10 µM. hit rate 0.036% among 360,000; in the data active means potentiation above about 30%; further: 0% is about no effect
D2 potentiator: positively modulates the human D2 dopamine receptor allosterically | P14416 | potentiation, % at 10 µM | HEK293 T-REx D2, calcium flux, EC20 dopamine potentiation | hit rate 0.34% among 340,000;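 active means potentiation over 3 SD above the plate norm, cut at about 30% in these data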; further: 0% is about no effect
Target sequence (P14416 whole entry, looked up): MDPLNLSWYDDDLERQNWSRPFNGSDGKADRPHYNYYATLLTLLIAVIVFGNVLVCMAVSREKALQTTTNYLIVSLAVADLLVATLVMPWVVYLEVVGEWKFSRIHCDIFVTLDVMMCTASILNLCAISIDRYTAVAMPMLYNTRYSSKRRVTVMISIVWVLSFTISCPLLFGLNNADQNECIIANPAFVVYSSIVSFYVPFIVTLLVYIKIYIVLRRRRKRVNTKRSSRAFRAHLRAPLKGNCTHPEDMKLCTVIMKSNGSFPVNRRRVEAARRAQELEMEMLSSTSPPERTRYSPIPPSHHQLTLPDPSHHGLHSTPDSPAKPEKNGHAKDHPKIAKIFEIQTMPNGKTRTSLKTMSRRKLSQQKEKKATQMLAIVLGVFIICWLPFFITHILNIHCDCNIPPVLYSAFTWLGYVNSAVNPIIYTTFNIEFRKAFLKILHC
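Tetracycline-induced HEK293 T-REx cells force-coupled to calcium signalling expressed D2; compounds were pin-added after a 10 s baseline, read kinetically 180 s, then an EC20 dopamine challenge followed with a further 180 s calcium read.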
D1 antag: human D1 dopamine receptor antagonism; P21728; HEK293 TREx D1 cells, calcium flux, dopamine EC80; active compounds read low; activity change, negative = inhibition, % at 10 µM; hit rate 3.2% among 360,000; in the data active means activity change below about -30%; further: on the % scale 0 is the no-effect control and ±100 the full control effect
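Allosteric or orthosteric antagonism assessed as attenuation of the calcium response to EC80 dopamine, added 180 s after compound, in induced HEK293 Trex D1 cells loaded with no-wash calcium dye.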
* = called active by the depositor; / = not tested or not shown; & = joins results of further samples. Unless noted, the call rests on the fitted dose curve; in most records, active means well fitted curve in the direction sought with a large enough effect; inconclusive means small, poorly fitted or top-dose-only effect, or another doubt; inactive means no such curve, though single readings can be large; an effect the other way counts as inactive or inconclusive.

SMILES	RXFP1 ag	Vif-APOBEC3F blk	D1 agonist	LDHA inh	GRP78 ERSR act	Vif-APOBEC3G blk	D1 potentiator	D2 potentiator	D1 antag
COc1ccc(CCNC(=O)/C=C/c2cc(OC)c(OC)c(OC)c2)cc1OC	1.9%	-5%	1	4	0%	-4%	1	2	8
O=C(NCC1CCCO1)c1ccc[nH]1 (centres undefined)	-3.3%	11%	1	-3	-2%	2%	-1	12	-6
O=C(/C=C/c1cccc([N+](=O)[O-])c1)NC1CC2CCC1C2 (centres undefined)	2.1%	-5%	0	-2	4%	-2%	-5	-2	-9
COc1ccc(CNC(=O)CN(C(=O)c2csnn2)c2cccc(F)c2)cc1	-4.1%	13%	1	-3	-2%	-1%	-3	-8	-14
COc1ccc(C)cc1S(=O)(=O)N(C)CC(N)=O	7.1%	0%	2	-2	-2%	-1%	1	-3	6
Cc1ccc(N(C)C(=O)C2CCCN2S(=O)(=O)c2ccc3c(c2)n(C)c(=O)c(=O)n3C)cc1 (centres undefined)	4.4%	-13%	1	-6	0%	2%	-6	20	2
CCN1CCN(CC(O)COC(c2ccccc2)c2ccccc2)CC1 (centres undefined)	-0.1%	-9%	6	-6	-1%	0%	-5	-2	-17
COC(=O)Nc1ccc(S(=O)(=O)N2CCCC(C(=O)NC3CCCCC3)C2)cc1 (centres undefined)	2.1%	0%	5	-5	-1%	1%	3	-9	-18
CCN1CCCC1CNC(=O)c1cc(COc2ccc(C)c(C)c2)on1 (centres undefined)	0.1%	-9%	12	-3	8%	1%	-12	-8	1
O=C(CSc1nnc(SCc2ccc(Cl)cc2)s1)N1CCOCC1	2.0%	-2%	13	-5	-1%	2%	1	8	-1
Cc1ccc(C)c2[nH]c(=O)c(CCNC(=O)c3ccc(Br)o3)cc12	/	7%	/	3	-2%	-3%	/	/	/
Cc1ccc(C(=O)NC(=S)Nc2ccc(N3CCOCC3)cc2)c(C)c1	0.1%	1%	5	-9	-3%	0%	-15	-7	-7
O=C(Nc1ccc(-c2nc3ccccc3o2)c(O)c1)c1cc(Cl)ccc1Cl	11%	-4%	2	-2	4%	-1%	-1	-2	4
CC(C)C1C(C#N)=C(N)Oc2n[nH]c(-c3cccs3)c21 (centres undefined)	-0.4%	-4%	2	-10	1%	2%	-4	10	-1
Fc1ccc(NCc2nnc(SCc3ccccc3)o2)cc1	-0.3%	-2%	0	-4	1%	0%	-2	-4	3
COc1ccc(S(=O)(=O)NNC(=O)c2csc(-n3nc(C)cc3C(F)(F)F)n2)cc1OC	11%	3%	0	-8	-8%	-1%	-6	5	-3
Cc1cc(=O)[nH]c(SCC(=O)N2CCN(S(=O)(=O)c3ccccc3)C2)n1	-0.2%	8%	3	10&-3	2%	0%	-9	19	-13
COc1ccc(-c2nc(SCC(=O)NCc3ccco3)c(-c3ccccc3)[nH]2)cc1OC	0.5%	0%	5	-4	-3%	0%	0	-13	-15
CCOC(=O)c1noc2ncnc(Nc3cccc(OC)c3)c12	-0.8%	1%	1	-16	-3%	6%	-3	-11	-14
Cc1noc(/C=C/N(C)C)c1S(=O)(=O)N1CCCC(C(=O)NC(C)c2ccccc2)C1 (centres undefined)	0.7%	-9%	12	-6	-1%	0%	-8	10	16
CCOc1ccccc1Nc1nnc(SCC(=O)N2CCCC2)s1	0.0%	5%	-1	1	-5%	2%	-2	-1	8
COc1ccc(NC(=O)C2CCCN(S(=O)(=O)c3ccc4c(c3)oc(=O)n4C)C2)cc1OC (centres undefined)	0.9%	-3%	3	-10	-3%	2%	/	2	-17
O=C(NC12CC3CC(CC(C3)C1)C2)c1cccc(OC(F)F)c1	-3.7%	10%	9	-7	4%	0%	5	7	3
CCc1nn(CC(=O)N2CCN(CC)CC2)c(=O)c2cccn12	3.1%	-5%	4	-12	5%	-2%	5	-7	-2
CCCCCC(=O)NC(CC(=O)OC)c1ccc2c(c1)OCO2 (centres undefined)	0.5%	-10%	0	-4	-3%	0%	-1	5	-17
Cc1cc(C)nc(NC(=O)c2c(-c3ccccc3Cl)noc2C)c1	2.2%	5%	-1	-3	0%	-5%	2	2	11
CCOC(=O)Cn1c(=O)c(-c2cc(Br)ccc2N)nc2ccccc21	7.6%	11µM*	2	-2	9%	-23%	2	6	-7
COCCNC(=O)C1CC2Cn3c(nc4ccccc43)C2N1C (centres undefined)	-3.2%	3%	2	1	0%	-4%	5	-4	-5
O=C(C1CCN(S(=O)(=O)c2cnc[nH]2)CC1)N(CCc1ccccc1)Cc1ccccc1	-0.5%	-7%	3	-2	8%	-4%	1	2	11
CC(=O)c1ccc(NC(=S)N2CCCC2)cc1	-1.9%	1%	5	-5	5%	4%	1	17	18
CCOC(=O)c1cc2c(=O)n3ccccc3nc2n(C(C)C)c1=NC(=O)c1ccncc1	5.0%	1%	-1	1	-4%	0%	-4	16	-12
COc1ccc(/C=N/N2C(=O)CSC2=S)cc1	-1.4%	-9%	2	-1	-3%	-1%	-4	13	0
C[C@@H]1CN([C@H](C)CO)C(=O)c2cc(Br)cnc2O[C@@H]1CN(C)C(=O)NC1CCCC1	/	-2%	/	0	-4%	1%	/	/	/
O=S(=O)(NC1CC1)c1ccc(S(=O)(=O)N2CCc3ccccc32)cc1	0.1%	-3%	6	1	-3%	-2%	-2	6	-18
Cc1nc(SCC(=O)NC2CCS(=O)(=O)C2)c2c3c(sc2n1)CCC3 (centres undefined)	/	7%	/	-3	-6%	1%	/	/	/
Cc1cccc2nc(CSc3nc4ccccc4o3)cn12	2.2%	-5%	3	-3	2%	1%	-4	2	-3
CC(C)(C)C(=O)Cn1c(=N)n(Cc2ccccc2Cl)c2ccccc21	0.1%	-3%	3	-3	-9%	2%	-1	3	0
Cc1csc2nc(COC(=O)c3ccccc3NC(=O)c3ccc(F)cc3)cc(=O)n12	6.0%	1%	-2	-5	-2%	5%	1	-6	-4
Cc1nc2ccccc2c(=O)n1-c1ccc(F)c(NS(=O)(=O)c2ccccc2F)c1	4.7%	1%	1	-3	-2%	-2%	-2	4	7
O=C(COc1ccc(S(=O)(=O)Nc2cccc(C(F)(F)F)c2)cc1)N1CCOCC1	1.5%	0%	11	-1	-4%	0%	-2	-8	-1

Shown with bars between the fields: three of the compounds above.
smiles | RXFP1 ag | Vif-APOBEC3F blk | D1 agonist | LDHA inh | GRP78 ERSR act | Vif-APOBEC3G blk | D1 potentiator | D2 potentiator | D1 antag
O=S(=O)(NC1CC1)c1ccc(S(=O)(=O)N2CCc3ccccc32)cc1 | 0.1% | -3% | 6 | 1 | -3% | -2% | -2 | 6 | -18
O=C(C1CCN(S(=O)(=O)c2cnc[nH]2)CC1)N(CCc1ccccc1)Cc1ccccc1 | -0.5% | -7% | 3 | -2 | 8% | -4% | 1 | 2 | 11
O=C(COc1ccc(S(=O)(=O)Nc2cccc(C(F)(F)F)c2)cc1)N1CCOCC1 | 1.5% | 0% | 11 | -1 | -4% | 0% | -2 | -8 | -1

(next part)
SMILES	RXFP1 ag	Vif-APOBEC3F blk	D1 agonist	LDHA inh	GRP78 ERSR act	Vif-APOBEC3G blk	D1 potentiator	D2 potentiator	D1 antag
CCOc1ccccc1NC(=O)C1CCCN1C(=O)OCc1ccccc1 (centres undefined)	1.2%	-2%	1	-2	-5%	0%	-10	0	4
CC(C)NC(=O)CSc1nc2ccccc2n1-c1ccccc1	-1.3%	-5%	0	16	-2%	0%	4	1	7
Cc1ccc(NC(=O)CCN2C(=O)c3cccc4cccc(c34)C2=O)cc1	1.1%	-7%	0	-9	-1%	-9%	-8	4	-33*
COc1ccc(-n2c(=S)[nH]c(=O)c3cccnc32)cc1	-0.4%	9%	0	1	-5%	-5%	7	4	-12
Cc1nn(-c2ccccc2)c(N2CCCC2)c1/C=C1\N=C(c2ccc(F)cc2)OC1=O	1.8%	-6%	6	-3	-5%	-1%	-2	7	21
CCCCN1CC[C@H]2C=CC[C@@H](C(=O)Nc3nccs3)[C@H]2C1=O	/	-2%	/	1	-6%&0%	-6%&0%	/	/	/
Cc1nn(CCOc2ccccc2)c(=O)n1-c1ccc(Cl)cc1	3.5%	10%	0	-1	-2%	-1%	-3	2	13
CC1Oc2ccccc2C=C1/C=N/Nc1ccc(C(=O)O)cc1 (centres undefined)	0.2%	-5%	3	-3	-10%	-16%	-2	-5	3
O=C(Cn1c(C(=O)OCCO)cc2ccccc21)c1ccccc1	-0.6%	-4%	0	3	-2%	-9%	-11	-5	2
COCCNC(=O)CN(C(=O)CCC(=O)Nc1ccccn1)c1ccc(C)c(C)c1	0.5%	0%	4	0	0%	-5%	-1	0	10
N#CCCN(C(=O)COC(=O)c1ccc(S(=O)(=O)Nc2ccccc2)cc1)c1ccccc1	-0.9%	1%	11	0	-4%	-4%	10	1	10
Cc1c(NC(=O)c2cc(=O)c3cc(Cl)ccc3o2)c(=O)n(-c2ccccc2)n1C	0.4%	2%	-2	-11	-1%	-4%	0	-10	-10
CCOc1ccccc1/C=N/NC(=O)CNC(=O)COc1ccccc1	1.5%	6%	4	-18	-2%	-1%	-2	/	-2
COc1ccc2c(c1)C(=O)N(c1ccccc1)C(=O)C2	0.5%	1%	-1	0	-3%	-2%	3	31*	-11
O=C(COc1ccc(S(=O)(=O)N2CCOCC2)cc1)NCCc1ccc(Cl)cc1	/	-13%	/	0	-5%	0%	/	/	/
O=C(CSc1ccc(-c2ccncc2)nn1)N1CCCC1	12%	14%	-1	0	-2%	2%	-10	-1	-2
COc1ccc(-c2nc3ccccc3o2)cc1NC(=O)c1ccc(OCC(C)C)cc1	-2.5%	-9%	1	-8	-3%	-5%	-2	4	-4
Nc1cccc(C(=O)Nc2ccco2)c1	0.1%	2%	0	-2	-1%	-1%	6	23	-15
CCOc1ccc(OCc2ccc(C(=O)N3N=C(C(F)F)CC3(O)C(F)F)o2)cc1 (centres undefined)	-1.5%	-24%	2	1	2%	-1%	-9	-9	-11
CCS(=O)(=O)Nc1ccc2c(c1)OCO2	-0.8%	8%	0	9	-1%	0%	-3	1	-19
CC(=O)C[C@@H](O)CC(=O)[C@@H]1OC(=O)[C@@H](C)C/C=C\Cc2ccccc21	/	-9%	/	-2	-4%	2%	/	/	/
CC(=O)Nc1ccc(Nc2nc(C(F)(F)F)nc3c2nnn3Cc2ccccc2Cl)cc1	2.8%	-19%	10	-5	-4%	2%	-2	-14	-16

Not all compounds are listed, so the mix of outcomes need not match the whole.
